HUVEC inhibit = inhibitors of HUVEC proliferation, primary screen, cell-based, 384-well; CellTiter-Glo luminescence, 72 h; stronger effect = lower value; viability, % at 10 µM (by protocol); hit rate 1.1% among 86,000; AID 648, 2007;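 active = viability at or below 30%; inactive = viability above 30%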;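 note: 100% = median luminescence of DMSO-only cell control wells on each plate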
PostGolgi yeast = phenotypic screen on post-Golgi transport, primary screen; post-Golgi transport phenotypic cell assay; inhibition, % at 10 µM; hit rate 0.9% among 98,000;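 note: yeast cells grown in 1536-well plates; yeast grown about 18 h at 30C before absorbance read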
S1P2 agonist = S1P2 receptor agonists, primary screen, cell-based. activation, % at 4.5 µM. hit rate 0.46% among 97,000. Sphingosine 1-phosphate receptor 2 (Homo sapiens), O95136. S1P2-expressing cell line, agonist reporter read-out. AID 729, 2007; in the data active = activation above about 16%;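 note: 0% = vehicle low control and 100% = maximal reference agonist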
Target sequence (O95136 whole entry, looked up): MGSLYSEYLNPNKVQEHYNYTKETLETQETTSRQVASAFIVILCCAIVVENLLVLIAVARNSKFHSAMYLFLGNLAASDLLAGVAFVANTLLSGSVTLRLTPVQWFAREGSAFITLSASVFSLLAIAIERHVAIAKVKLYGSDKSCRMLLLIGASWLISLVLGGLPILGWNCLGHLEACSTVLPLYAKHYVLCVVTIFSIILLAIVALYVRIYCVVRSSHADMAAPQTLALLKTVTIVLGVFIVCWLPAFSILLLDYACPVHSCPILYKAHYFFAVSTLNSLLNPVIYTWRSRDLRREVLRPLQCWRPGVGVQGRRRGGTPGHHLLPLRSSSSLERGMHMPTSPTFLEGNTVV
Fibroblast inh = antiproliferative effect on LL 47 fibroblasts – human, LL 47 cells, CellTiter-Glo luminescence, primary screen | LL 47 human lung fibroblast viability, ATP luminescence; stronger effect = lower value | viability, % at 10 µM | hit rate 1.1% among 85,000 | AID 719, 2007;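 active = viability at or below 50% in the single dose screen; inactive = viability above 50%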;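 note: compound exposure lasted 72 h before the ATP readout; 100% = median luminescence of untreated cell-only wells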
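Assay system: human lung fibroblast line LL 47, low passage. Input: 1,150 fibroblasts seeded per well. Times: overnight cell rest, 72 h compound treatment at 37 °C. Evaluation: % viability of median cell-only signal. Technique: luminescent ATP detection, CellTiter-Glo. Control set: cell-only wells, no compound.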
H69AR growth 86K = proliferation blockers of H69AR lung cancer cells, primary screen, cell-based, human, 86K library; H69AR lung tumor viability, ATP luminescence, 72 h; stronger effect = lower value; viability, % at 10 µM; hit rate 6% among 85,000; AID 598, 2007;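 active = viability at or below 40%; inactive = viability above 40%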;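 note: multidrug resistant small cell line overexpressing MRP-1 efflux transporter; 100% = mean luminescence of untreated control wells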
E coli WT exp = growth inhibitors of wild-type E. coli, primary screen, strain BW25113, expanded library, OD600; OD600 absorbance; growth inhibition, % at 100 µM; hit rate 0.15% among 98,000; AID 710, 2007;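 active = growth inhibition above about 50% at one test dose, limit read from the data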;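 note: growth measured after 20 h incubation at 37 °C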
PostGolgi ctrl = growth inhibition of yeast control strain, primary screen, counter-screen for post-Golgi transport modulator project | inhibition, % at 10 µM | hit rate 5% among 98,000 | efflux-deficient yeast background strain, growth absorbance A615, 16 h
S1P2 antag = human S1P2 receptor antagonists, primary screen, cell-based; Sphingosine 1-phosphate receptor 2 (Homo sapiens), O95136; cell-based S1P2 antagonist assay, inhibition at 5 uM; inhibition, % at 5 µM; hit rate 0.21% among 97,000; AID 736, 2007; in the data active = inhibition above about 45%;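 note: CRE beta-lactamase reporter cells expressing human S1P2 stimulated with S1P; 0% = agonist at EC80 alone and 100% = agonist plus reference antagonist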
hDAT+cocaine = changed hDAT dopamine uptake under cocaine IC80, either direction, primary screen, cocaine antagonist project, cell-based, LLC-PK1 hDAT, [14C]-dopamine uptake, MLSMR. LLC-PK1 hDAT cells, [14C]-dopamine uptake with cocaine IC80; actives deviate in either direction. B-score at 10 µM. Sodium-dependent dopamine transporter (Homo sapiens), Q01959. hit rate 1.3% among 110,000. AID 449768, 2010;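 active = Z score or B-score, a plate-position-corrected score, falls beyond the plate's 99.7% confidence bounds, in either direction; inactive = both scores lie inside the 99.7% bounds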;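 note: scored against the spread of the other compound wells on the same plate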
Target sequence (Q01959 whole entry, looked up): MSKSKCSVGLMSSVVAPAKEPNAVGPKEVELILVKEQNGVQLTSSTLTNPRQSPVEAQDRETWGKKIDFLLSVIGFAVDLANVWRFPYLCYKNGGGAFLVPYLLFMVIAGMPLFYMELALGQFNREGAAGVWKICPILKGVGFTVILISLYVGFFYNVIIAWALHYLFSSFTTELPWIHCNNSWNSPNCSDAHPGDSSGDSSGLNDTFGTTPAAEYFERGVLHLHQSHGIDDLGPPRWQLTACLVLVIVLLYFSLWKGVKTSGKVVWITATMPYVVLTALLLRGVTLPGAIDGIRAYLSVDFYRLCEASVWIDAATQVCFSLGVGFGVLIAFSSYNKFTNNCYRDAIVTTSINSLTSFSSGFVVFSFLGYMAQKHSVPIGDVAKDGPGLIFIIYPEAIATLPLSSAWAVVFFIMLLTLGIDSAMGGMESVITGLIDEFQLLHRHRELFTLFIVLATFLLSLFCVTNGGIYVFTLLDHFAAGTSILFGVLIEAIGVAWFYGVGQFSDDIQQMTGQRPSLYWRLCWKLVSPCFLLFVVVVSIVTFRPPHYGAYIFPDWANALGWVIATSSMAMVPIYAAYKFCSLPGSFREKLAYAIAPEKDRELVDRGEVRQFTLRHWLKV
* = called active by the depositor. Cut-off read from the data, not from the text of the source, unless noted: active = inhibition above about 30%; inactive = the rest.

Screening CCOc1ccc(OCC)c(NS(=O)(=O)c2ccc3c(c2)n(C)c(=O)c(=O)n3C)c1 returned HUVEC inhibit 96, PostGolgi yeast -1, S1P2 agonist -4, Fibroblast inh 102, H69AR growth 86K 80, E coli WT exp 1, PostGolgi ctrl 0, S1P2 antag 6 and hDAT+cocaine -0.028.
`Cc1ccc2c(c1)N(CC(=O)NC1CCCc3ccccc31)C(=O)CO2` (configuration not stated) gave HUVEC inhibit 89, PostGolgi yeast -2, S1P2 agonist -1, Fibroblast inh 96, H69AR growth 86K 94, E coli WT exp -12, PostGolgi ctrl 34*, S1P2 antag 11 and hDAT+cocaine -0.74.
Screening CCCN(CCC)CC(=O)Nc1cccc2c1OCO2 returned HUVEC inhibit 89, PostGolgi yeast -1, S1P2 agonist 0, Fibroblast inh 98, H69AR growth 86K 93, E coli WT exp 9, PostGolgi ctrl 4, S1P2 antag -1 and hDAT+cocaine 0.13.
CCOc1c2c(nc3ccc(Cl)cc13)CCC2 was read as HUVEC inhibit 84, PostGolgi yeast 0, S1P2 agonist -4, Fibroblast inh 94, H69AR growth 86K 89, E coli WT exp -6, PostGolgi ctrl 36*, S1P2 antag 2 and hDAT+cocaine -0.32.
For CN(C)CCNc1c2c(c(C#N)c3nc4ccccc4n13)CCCC2 the results were HUVEC inhibit 81, PostGolgi yeast 13, S1P2 agonist -6, Fibroblast inh 85, H69AR growth 86K 44, E coli WT exp 4, PostGolgi ctrl 1, S1P2 antag 5 and hDAT+cocaine 0.022.
CCc1ccc2oc(=O)cc(CN3CCN(CCO)CC3)c2c1 was read as HUVEC inhibit 101, PostGolgi yeast -1, S1P2 agonist -3, Fibroblast inh 95, H69AR growth 86K 80, E coli WT exp 5, PostGolgi ctrl 5, S1P2 antag 10 and hDAT+cocaine -1.
Cn1c(=O)c2c(nc(N3CCCCC3)n2C)n(C)c1=O was read as PostGolgi yeast 3, S1P2 agonist -6, E coli WT exp 2, PostGolgi ctrl 1, S1P2 antag -6 and hDAT+cocaine -0.68.
`CS(=O)(=O)c1ccc(N2CCN(C3CC(=O)NC3=O)CC2)cc1` (configuration not stated) gave HUVEC inhibit 95, PostGolgi yeast -8, S1P2 agonist -5, Fibroblast inh 97, H69AR growth 86K 100, E coli WT exp 6, PostGolgi ctrl 18, S1P2 antag -1 and hDAT+cocaine -0.71.
C=CCN(CC=C)C(=S)NC(=O)c1ccc(OC)c(Br)c1 was read as PostGolgi yeast 4, S1P2 agonist -6, E coli WT exp 13, PostGolgi ctrl 13, S1P2 antag 1 and hDAT+cocaine 0.033.
`CN1CCN(S(=O)(=O)c2ccc(-c3ccc(Cl)cc3)cc2)CC1` gave HUVEC inhibit 92, PostGolgi yeast -4, S1P2 agonist -4, Fibroblast inh 93, H69AR growth 86K 96, E coli WT exp -2, PostGolgi ctrl 7, S1P2 antag 3 and hDAT+cocaine 0.54.
`CC1=C(C(=O)OCc2ccccc2)C(c2ccc(N3CCOCC3)cc2)NC(=O)N1` (configuration not stated) gave HUVEC inhibit 106, PostGolgi yeast 3, S1P2 agonist -2, Fibroblast inh 91, H69AR growth 86K 96, E coli WT exp 0, PostGolgi ctrl 7, S1P2 antag 6 and hDAT+cocaine -0.88.
Screening Cc1ccc(S(=O)(=O)N2CCN(S(=O)(=O)c3ccc(C)cc3)C2)cc1 returned HUVEC inhibit 90, PostGolgi yeast 1, S1P2 agonist -3, Fibroblast inh 98, H69AR growth 86K 85, E coli WT exp -3, PostGolgi ctrl 13, S1P2 antag -9 and hDAT+cocaine -1.
For COc1ccc(-c2nc(-c3cccc(C(F)(F)F)c3)no2)cc1OC the results were HUVEC inhibit 148, PostGolgi yeast 6, S1P2 agonist -3, Fibroblast inh 100, H69AR growth 86K 106, E coli WT exp -5, PostGolgi ctrl 0, S1P2 antag 17 and hDAT+cocaine 0.019.
CC(C)c1ccc(-c2nc3c([nH]2)c(=O)n(C)c(=O)n3C)cc1 was read as HUVEC inhibit 67, PostGolgi yeast -2, S1P2 agonist -7, Fibroblast inh 101, H69AR growth 86K 57, E coli WT exp -4, PostGolgi ctrl 8, S1P2 antag 7 and hDAT+cocaine 0.96.
Screening CCOC(=O)C1CCN(c2c(N3CCN(Cc4ccccc4)CC3)c(=O)c2=O)CC1 returned HUVEC inhibit 112, PostGolgi yeast -3, S1P2 agonist -7, Fibroblast inh 105, H69AR growth 86K 79, E coli WT exp 9, PostGolgi ctrl 2, S1P2 antag -8 and hDAT+cocaine -0.54.

Quoted at random: 3 entries already listed.
For COc1ccc(-c2nc(-c3cccc(C(F)(F)F)c3)no2)cc1OC the results were HUVEC inhibit 148, PostGolgi yeast 6, S1P2 agonist -3, Fibroblast inh 100, H69AR growth 86K 106, E coli WT exp -5, PostGolgi ctrl 0, S1P2 antag 17 and hDAT+cocaine 0.019.
Cn1c(=O)c2c(nc(N3CCCCC3)n2C)n(C)c1=O was read as PostGolgi yeast 3, S1P2 agonist -6, E coli WT exp 2, PostGolgi ctrl 1, S1P2 antag -6 and hDAT+cocaine -0.68.
C=CCN(CC=C)C(=S)NC(=O)c1ccc(OC)c(Br)c1 was read as PostGolgi yeast 4, S1P2 agonist -6, E coli WT exp 13, PostGolgi ctrl 13, S1P2 antag 1 and hDAT+cocaine 0.033.

The list goes on.
`CCN(c1ccc2c(c1)OCO2)S(=O)(=O)c1cc(Br)cc2c1N(C(=O)C1CC1)CC2` gave HUVEC inhibit 92, PostGolgi yeast -7, S1P2 agonist -6, Fibroblast inh 99, H69AR growth 86K 60, E coli WT exp -13, PostGolgi ctrl 27 and S1P2 antag -11.
`CN(C)c1ccc(C(=O)C(O)c2ccc(C(C)(C)C)cc2)cc1` (configuration not stated) gave HUVEC inhibit 67, PostGolgi yeast 1, S1P2 agonist -8, Fibroblast inh 98, H69AR growth 86K 87, E coli WT exp -4, PostGolgi ctrl 0, S1P2 antag 22 and hDAT+cocaine -0.04.
CC(C)Sc1nnc([C@H](Cc2c[nH]c3ccccc23)NC(=O)OC(C)(C)C)o1 was read as HUVEC inhibit 91, PostGolgi yeast -7, S1P2 agonist -7, Fibroblast inh 95, H69AR growth 86K 74, E coli WT exp 9, PostGolgi ctrl 16, S1P2 antag 13 and hDAT+cocaine 1.2.
COc1cccc(NC(=O)CN(C)S(=O)(=O)c2ccc(C)cc2)c1 was read as HUVEC inhibit 97, PostGolgi yeast 12, Fibroblast inh 93, H69AR growth 86K 90, E coli WT exp -15, PostGolgi ctrl 2 and hDAT+cocaine -0.095.
Screening O=C(Nc1cccc(-c2nc3ccccc3o2)c1)c1ccc(N2C(=O)C3C4C=CC(C4)C3C2=O)cc1 (configuration not stated) returned HUVEC inhibit 58, PostGolgi yeast 7, S1P2 agonist -5, Fibroblast inh 73, H69AR growth 86K 39*, E coli WT exp -3, PostGolgi ctrl -8, S1P2 antag 4 and hDAT+cocaine 0.042.
Screening Cc1ccc(C(OC(=O)c2ccco2)C(=O)NC2CCCCC2)cc1 (configuration not stated) returned HUVEC inhibit 99, PostGolgi yeast 4, S1P2 agonist -1, Fibroblast inh 99, H69AR growth 86K 102, E coli WT exp -1, PostGolgi ctrl 2, S1P2 antag 10 and hDAT+cocaine 0.22.
`Clc1cccc2sc(N3CCOCC3)nc12` gave HUVEC inhibit 98, S1P2 agonist -5, Fibroblast inh 97, H69AR growth 86K 93, S1P2 antag 2 and hDAT+cocaine -0.49.
O=C1Nc2ccc(F)cc2C12SCCS2 was read as PostGolgi yeast -1, S1P2 agonist -3, E coli WT exp 8, PostGolgi ctrl 4 and S1P2 antag 3.
CCOC(=O)CC1COc2ccccc2N1C(=O)c1ccc(C)cc1 (configuration not stated) was read as PostGolgi yeast 9, S1P2 agonist -5, E coli WT exp 7, PostGolgi ctrl 4, S1P2 antag 20 and hDAT+cocaine -0.15.
`CCCCc1nc2ccccc2c(NC(=O)CN2CCCC2)c1CCC` gave HUVEC inhibit 93, S1P2 agonist -3, Fibroblast inh 94, H69AR growth 86K 85, S1P2 antag -1 and hDAT+cocaine -0.51.
CNC(=O)c1sccc1SCc1c(Cl)cccc1Cl was read as HUVEC inhibit 101, PostGolgi yeast -4, S1P2 agonist -2, Fibroblast inh 95, H69AR growth 86K 76, E coli WT exp 7, PostGolgi ctrl 46*, S1P2 antag -8 and hDAT+cocaine 0.18.
`CC1CCc2c(C(=O)NCC3CCCO3)csc2C1` (configuration not stated) gave PostGolgi yeast -2, S1P2 agonist -10, E coli WT exp 7, PostGolgi ctrl 7, S1P2 antag 16 and hDAT+cocaine -0.018.
NC(=NC(=O)c1ccccc1)N1CCOCC1 was read as PostGolgi yeast 0, S1P2 agonist -10, E coli WT exp -3, PostGolgi ctrl 5, S1P2 antag -2 and hDAT+cocaine 0.79.
Screening Cc1nn(C(C)C(=O)O)c2ccccc12 (configuration not stated) returned HUVEC inhibit 101, PostGolgi yeast 0, S1P2 agonist -3, Fibroblast inh 105, H69AR growth 86K 97, E coli WT exp -6, PostGolgi ctrl 1, S1P2 antag 21 and hDAT+cocaine -0.57.
`O=C(COc1ccc(/C=N/NS(=O)(=O)c2ccccc2)cc1)NCCc1ccccc1` gave PostGolgi yeast -21, S1P2 agonist -1, E coli WT exp -2, PostGolgi ctrl 6, S1P2 antag 17 and hDAT+cocaine 0.15.
For CCC(c1nnnn1CC1CCCO1)N(CCCO)Cc1cc2cccc(C)c2[nH]c1=O (configuration not stated) the results were HUVEC inhibit 93, PostGolgi yeast -7, S1P2 agonist 0, Fibroblast inh 99, H69AR growth 86K 76, E coli WT exp -1, PostGolgi ctrl 8, S1P2 antag -36 and hDAT+cocaine 0.93.
For COC(=O)c1sc(NC(=O)c2oc3ccccc3c2C)nc1C the results were HUVEC inhibit 67, PostGolgi yeast 1, S1P2 agonist -5, Fibroblast inh 70, H69AR growth 86K 48, E coli WT exp -7, PostGolgi ctrl 7, S1P2 antag 0 and hDAT+cocaine -0.34.
`Cc1cc2ncn(C3CC(=O)N(Cc4ccc(N5CCCC5=O)cc4)C3=O)c2cc1C` (configuration not stated) gave PostGolgi yeast 1, S1P2 agonist -9, E coli WT exp 1, PostGolgi ctrl 9, S1P2 antag 15 and hDAT+cocaine -0.16.
`CCCCCn1c(N)c(C#N)c2nc3ccccc3nc21` gave HUVEC inhibit 102, PostGolgi yeast 5, S1P2 agonist 13, Fibroblast inh 106, H69AR growth 86K 91, E coli WT exp -5, PostGolgi ctrl 10, S1P2 antag -12 and hDAT+cocaine 0.33.
Screening COc1nc(C)nc(NC(=O)NS(=O)(=O)c2ccc(C)cc2)n1 returned HUVEC inhibit 101, PostGolgi yeast -5, S1P2 agonist 26*, Fibroblast inh 101, H69AR growth 86K 101, E coli WT exp -4, PostGolgi ctrl -2, S1P2 antag 2 and hDAT+cocaine 0.041.
For COC(=O)c1ccc(N2CCOCC2)c(NC(=O)Nc2cccc(OC)c2)c1 the results were HUVEC inhibit 96, PostGolgi yeast -4, Fibroblast inh 100, H69AR growth 86K 61, E coli WT exp 2 and hDAT+cocaine 1.1.
For Cc1cc(C)n(CCCNCC(O)c2ccccc2)n1 (configuration not stated) the results were HUVEC inhibit 93, PostGolgi yeast 0, S1P2 agonist -5, Fibroblast inh 93, H69AR growth 86K 90, E coli WT exp 6, PostGolgi ctrl 1, S1P2 antag -3 and hDAT+cocaine -0.3.
